D2 antagonist: antagonizes the human D2 dopamine receptor; P14416; HEK293 TREx D2 cells, calcium flux, dopamine EC80; inhibition, % at 10 µM; actives 2% (n = 340,000); in the data active = inhibition above about 30%; note: 0% is about no effect
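Overnight-induced (tetracycline, 30 C) HEK293 T-REx cells carrying force-coupled D2 receive a no-wash calcium dye, then compound, then EC80 dopamine at 180 s; signals are read kinetically throughout.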
TRHR enhancer: allosterically enhances the human TRH receptor; P34981; TRHR cells, fluo-8 calcium fluorescence, EC20 TRH enhancement; enhancement, % at 2 µM; actives 0.66% (n = 360,000); AID 493056; in the data active = enhancement above about 30%; note: 0% is about no effect
Target sequence (P34981 whole entry, looked up): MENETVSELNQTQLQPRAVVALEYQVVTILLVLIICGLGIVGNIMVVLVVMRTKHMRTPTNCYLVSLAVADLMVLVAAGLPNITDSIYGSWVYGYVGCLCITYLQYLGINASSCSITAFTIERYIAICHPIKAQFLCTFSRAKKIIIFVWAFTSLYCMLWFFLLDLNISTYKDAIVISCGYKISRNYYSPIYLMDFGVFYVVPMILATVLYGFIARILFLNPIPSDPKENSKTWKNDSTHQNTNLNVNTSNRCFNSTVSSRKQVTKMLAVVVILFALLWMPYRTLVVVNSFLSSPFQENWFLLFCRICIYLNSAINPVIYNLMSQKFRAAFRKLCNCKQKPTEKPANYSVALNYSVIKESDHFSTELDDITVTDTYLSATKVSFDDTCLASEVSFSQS
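Enhancer read-out: after compound pinning and an initial kinetic agonist-mode read, an EC20 of TRH (10 nM final) was injected and fluo-8 calcium signal (Ex 480/Em 530) followed at 1 s/cycle for 100 cycles in TRHR-expressing cells.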
Pin1 inhibitor: human Pin1 inhibition; Pin1 FP peptide displacement, HiFluor488, 10 min; Potency, µM (doses to about 115 µM), for inactives: top-dose activity, negative = inhibition, most hits filed as inhibitors; actives 0.009% (n = 390,000); AID 504891; active = well fitted inhibition curve with a large enough effect in the polarisation, with a control signal flat, not every such curve was filed as active; inconclusive = small, poorly fitted or top-dose-only effect, or effect the other way, or a change in a side signal; inactive = no such curve, though single readings can be large or run the other way; the % refers to the polarisation; note: potency is the fitted concentration of half-maximal effect; % is set by controls: 0 for no effect and ±100 for the full control effect
Target sequence (Q13526 whole entry, looked up): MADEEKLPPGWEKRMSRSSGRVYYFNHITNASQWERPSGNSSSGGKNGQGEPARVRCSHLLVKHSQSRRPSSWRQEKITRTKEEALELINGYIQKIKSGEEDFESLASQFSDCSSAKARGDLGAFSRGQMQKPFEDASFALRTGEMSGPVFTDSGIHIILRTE
mIDH1 inhibitor: human IDH1 R132H inhibition | O75874 | IDH1-R132H enzyme, NADPH consumption, diaphorase/resazurin fluorescence | Potency, µM (top dose mostly 76.6 µM), for the others: at the highest dose activity change, negative = inhibition, hits mostly inhibitors | actives 0.093% (n = 390,000) | AID 602179; note: potency is the fitted concentration of half-maximal effect; % is set by controls: 0 for no effect and ±100 for the full control effect; nearly all actives have a fitted effect of over 65% in size
Target sequence (O75874 whole entry R132H, stated change not applied): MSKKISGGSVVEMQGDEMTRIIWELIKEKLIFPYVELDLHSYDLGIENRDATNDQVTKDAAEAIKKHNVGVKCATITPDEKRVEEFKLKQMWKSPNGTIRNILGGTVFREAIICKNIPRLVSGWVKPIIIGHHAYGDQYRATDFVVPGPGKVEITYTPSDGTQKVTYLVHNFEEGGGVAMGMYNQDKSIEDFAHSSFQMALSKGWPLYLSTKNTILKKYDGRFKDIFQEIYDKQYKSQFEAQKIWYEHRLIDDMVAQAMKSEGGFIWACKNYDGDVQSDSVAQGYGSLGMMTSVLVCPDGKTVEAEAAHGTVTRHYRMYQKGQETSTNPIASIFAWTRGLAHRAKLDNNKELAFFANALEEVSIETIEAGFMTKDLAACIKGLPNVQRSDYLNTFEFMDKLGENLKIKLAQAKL
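IDH1-R132H (0.5 ug/mL dispensed) in pH 7.5 Tris buffer was preincubated 30 min with compound, then given a substrate mix of 0.016 mM NADPH and 2 mM alpha-KG for 80 min at room temperature; remaining NADPH was read by diaphorase/resazurin fluorescence.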
TRHR ag: activates the human TRH receptor; P34981; TRHR cells, calcium flux fluo-8, FDSS agonist mode; activation, % at 2 µM; actives 0.18% (n = 360,000); AID 493084; in the data active = activation above about 30%; note: 0% is about no effect
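Agonist-mode FDSS calcium read (Ex 480/Em 530, 1 s cycles) in 1536-well TRHR cells with fluo-8 dye, after 10-cycle baseline and 23 nL compound addition; TRH at EC20 (10 nM final) added afterwards for the enhancer phase.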
USP1 inh: blocks the human USP1/UAF1 deubiquitinase complex. AID 743255. recombinant USP1/UAF1, Ub-Rhodamine cleavage fluorescence. Potency, µM (titrated, usually from 57.1 µM), for inactives: top-dose activity change, negative = inhibition, actives largely listed as inhibitors. O94782. actives 0.23% (n = 390,000); note: potency is the fitted concentration of half-maximal effect; % is set by controls: 0 for no effect and ±100 for the full control effect; nearly all actives have a fitted effect of over 60% in size; inactives centre near -12
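Step one: compound is pinned into 1nM USP1/UAF1 in HEPES pH 7.8 buffer with TCEP. Step two: 15 min room-temperature incubation. Step three: Ub-Rho (150nM final) starts cleavage, tracked by fluorescence over six one-minute reads.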
The depositor's hits bear a star; ? = inconclusive; nt = not tested or not shown. Unless noted, calls come from the whole dose curve; as a rule, active = well fitted inhibition curve with a large enough effect; inconclusive = small, poorly fitted or top-dose-only effect; inactive = no such curve, though single readings can be large or run the other way. Some of the compounds tested, so the mix of outcomes need not match the whole.

Order of values – D2 antagonist | TRHR enhancer | Pin1 inhibitor | mIDH1 inhibitor | TRHR ag | USP1 inh
1) Cc1ccc([C@H]2C[C@@H](O)[C@H](n3cc(COC(=O)c4ccccc4)nn3)CN2C(=O)C2CCCCC2)cc1
 : nt | nt | nt | -8% | nt | -6%
2) COc1ccc2nc3n(c(=O)c2c1)-c1cc2ccccc2cc1C(=O)NC3Cc1ccc(O)cc1 (stereo not given)
 : nt | nt | nt | 17% | nt | -8%
3) CC1CCCC(NC(=O)CCCCCn2c(=S)[nH]c3ccsc3c2=O)C1C (stereo not given)
 : nt | nt | nt | -4% | nt | ?
4) CC(C)C1C(=O)N(Cc2cn(CCC3OCCO3)nn2)CCS(=O)(=O)N1Cc1ccc(-c2ccccc2)cc1 (stereo not given)
 : nt | nt | nt | -7% | nt | -2%
5) Nc1ccn([C@@H]2O[C@H](CNC(=O)[C@@H](Cc3cn(COCc4ccccc4)cn3)NC=O)[C@@H](O)[C@H]2O)c(=O)n1
 : nt | nt | nt | 0% | nt | -13%
6) CCCOc1ccccc1NC(=O)/C=C/c1ccc(OC)c(S(=O)(=O)N2CCOCC2)c1
 : nt | nt | nt | 1% | nt | -16%
7) COc1ccc(NC(=O)N(C)[C@H]2C[C@H]3c4[nH]c5ccc(-c6ccc7c(c6)OCO7)cc5c4CCN3C[C@H]2[C@H](C)O)cc1
 : nt | nt | nt | 4% | nt | -5%
8) COc1cc(C)ccc1OCc1cc(C(=O)NC(c2ccccn2)C(F)(F)F)no1 (stereo not given)
 : nt | nt | nt | 5% | nt | 3%
9) CN(CC(=O)Nc1ccc(Cl)c(Cl)c1)CC(=O)N1CCc2ccccc21
 : nt | nt | nt | 16% | nt | -12%
10) CCCCCCC(=O)Oc1cccc(C2=CC(=O)CC(C)(C)C2=O)c1
 : nt | nt | nt | 5% | nt | -28%
11) CCOc1ccc(NC(=O)COC(=O)C2COc3ccccc3O2)cc1 (stereo not given)
 : nt | nt | nt | -2% | nt | -26%
12) CC(C)Cc1nnc(NC(=O)C2CCCN(C(=O)c3ccc(Cl)cc3)C2)s1 (stereo not given)
 : nt | nt | nt | -16% | nt | ?
13) COc1ccc(CNC(=O)C[C@@H]2C[C@H]3c4cc(NC(=O)NC5CCCC5)ccc4O[C@H]3[C@H](CO)O2)cc1
 : nt | nt | nt | 8% | nt | -22%
14) Cc1ccc(C)c2c1CCCC2=O
 : nt | nt | nt | 7% | nt | 2%
15) C[C@H]1CN([C@@H](C)CO)C(=O)CCCn2cc(nn2)CO[C@@H]1CN(C)C(=O)Nc1ccc(C(C)(C)C)cc1
 : nt | nt | nt | 7% | nt | 1%
16) CCCCN(C(C)=O)c1ccc2c(c1)C1CC2CCN1Cc1ccccc1 (stereo not given)
 : nt | nt | nt | 2% | nt | -21%
17) CC(=O)Nc1c(-c2ccc(C)cc2)nc2ccc(Cl)cn12
 : nt | nt | nt | -1% | nt | -9%
18) Cc1cc(C(=O)COC(=O)Cc2c(F)cccc2Cl)c(C)n1C
 : nt | nt | nt | 11% | nt | -19%
19) CCOC(=O)CN(C(=O)c1snc(C(N)=O)c1N)C(C(=O)NCCC(C)C)c1ccc(C)cc1 (stereo not given)
 : nt | nt | nt | -7% | nt | -23%
20) COc1ccc([C@H]2C[C@@H](O)[C@H](n3cc(COC(=O)c4ccccc4)nn3)CN2C(=O)C2CCCCC2)cc1
 : nt | nt | nt | 1% | nt | -25%
21) CC(C)N1CC2(CC(c3ccc(Cl)cc3Cl)=NO2)CN1C(=O)c1ccc(C(C)(C)C)cc1 (stereo not given)
 : nt | nt | nt | 2% | nt | ?
22) c1ccc2c(c1)-c1nc3ccccc3cc1C2N1CCCCC1 (stereo not given)
 : nt | nt | nt | 13% | nt | ?
23) Cc1cc(Cl)c2oc(C(=O)N3CCN(c4cnccn4)CC3)c(C)c2c1
 : nt | nt | nt | 0% | nt | -14%
24) O=C(OCc1ccccc1)N1CCC2CC1c1cc(N3CCN(S(=O)(=O)c4cc(Cl)cc(Cl)c4)CC3)ccc12 (stereo not given)
 : nt | nt | nt | -15% | nt | -22%
25) Cc1cccc(OCCC(=O)OCC(=O)N2c3ccccc3NC(=O)C2(C)C)c1
 : nt | nt | nt | 12% | nt | -24%
26) Cc1ncc(C(O)c2ccc(N(C)C)cc2)n1Cc1ccccc1 (stereo not given)
 : nt | nt | nt | -2% | nt | -17%
27) O=C(O)C(=Cc1cccc([N+](=O)[O-])c1)c1ccccc1
 : nt | nt | nt | 5% | nt | -23%
28) O[C@H]1C[C@H](c2ccc(Cl)cc2)N(CC2CCCCC2)C[C@@H]1n1cc(C2CC2)nn1
 : nt | nt | nt | -5% | nt | -26%
29) COc1ccc(N2CCN(CCCn3cnc4c(OC)ncnc43)CC2)cc1
 : nt | nt | nt | 11% | nt | -20%
30) C[C@@H]1CN([C@@H](C)CO)C(=O)CCCn2cc(nn2)CO[C@H]1CN(C)S(=O)(=O)c1ccc(-n2cccn2)cc1
 : nt | nt | nt | -9% | nt | -7%
31) CCCCNC(=O)C(=O)Nc1ccc2c(c1)N(S(=O)(=O)c1cccs1)CCC2
 : nt | nt | nt | 13% | nt | -26%
32) COc1ccc(CNC(=O)C2CCN(S(=O)(=O)c3ccc(N4CCCC4=O)cc3)CC2)cc1
 : nt | nt | nt | 3% | nt | -16%
33) Cc1cccc(NC(=O)C(=O)NCC2CCCN2S(=O)(=O)c2cccs2)c1 (stereo not given)
 : nt | nt | nt | 12% | nt | -26%
34) Cc1ccc(S(=O)(=O)N(C)C[C@@H]2Oc3ncc(C#CCC(C)C)cc3C(=O)N([C@H](C)CO)C[C@H]2C)cc1
 : nt | nt | nt | 4% | nt | -14%
35) O=C(O)CCCN1C(=O)C2C3CCC(C3)C2C1=O (stereo not given)
 : nt | nt | nt | 10% | nt | -16%
36) CCOC(=O)C1(Cc2ccccc2C)CCCN(C(=O)c2ccc(C(C)=O)s2)C1 (stereo not given)
 : nt | nt | nt | 7% | nt | -24%
37) COc1ccc(S(=O)(=O)NCc2cccnc2)c(Cl)c1Cl
 : nt | nt | nt | 10% | nt | -22%
38) CN1OC[C@@H]2CN(S(=O)(=O)c3cccc4ccccc34)[C@H](c3ccc(-c4cccnc4)cc3)C[C@@H]21
 : nt | nt | nt | -7% | nt | -28%
39) O=S(=O)(NCCS(=O)(=O)N1CCN(c2ccc(F)cc2)CC1)c1ccccc1
 : nt | nt | nt | 3% | nt | -1%
40) Cc1cccc(NC(=O)COC(=O)CN2C(=O)C3CCCCC3C2=O)c1C (stereo not given)
 : nt | nt | nt | -2% | nt | -30%
41) CCCCN1C[C@H](Cc2ccccc2)[C@@H](CC(=O)NC)C1=O
 : nt | nt | nt | 5% | nt | -19%
42) C=CCNc1n[nH]c(=S)s1
 : nt | nt | nt | -7% | nt | -15%
43) CCN(CC)S(=O)(=O)c1ccc(N2CCCC2)c(NC(=O)CSCc2c(C)noc2C)c1
 : nt | nt | nt | -8% | nt | -6%
44) C[C@H](CO)N1C[C@H](C)[C@@H](CN(C)C(=O)c2ccccc2)Oc2cc(C#C[C@@H](C)O)ccc2S1(=O)=O
 : nt | nt | nt | -2% | nt | -16%
45) O=C(NCC(c1ccco1)N1CCN(c2ccccc2)CC1)C1CCCCC1 (stereo not given)
 : nt | nt | nt | 14% | nt | -13%
46) O=C(Nc1c2c(nn1-c1ccccc1)CS(=O)(=O)C2)C1CC1
 : nt | nt | nt | 3% | nt | ?
47) O=C(NCc1ccncc1)Nc1ccc(Cc2ccc(NC(=O)NCc3ccncc3)cc2)cc1
 : nt | nt | nt | -3% | nt | -16%
48) COC1CCN(C(=O)c2cc(COc3cc(C)ccc3C)on2)CC1
 : nt | nt | nt | -1% | nt | -19%
49) COc1ccc(NS(=O)(=O)c2cccc(C(=O)N3CCN(C/C=C/c4ccccc4)CC3)c2)cc1
 : nt | nt | nt | -3% | nt | -26%
50) C[C@H](CO)N1C[C@H](C)[C@@H](CN(C)C(=O)c2cccc(F)c2)Oc2cc(-c3cncnc3)ccc2S1(=O)=O
 : nt | nt | nt | 0% | nt | -11%
51) CC1CN(C(=O)c2cccc(NS(=O)(=O)c3ccc(Br)cc3)c2)CC(C)O1 (stereo not given)
 : nt | nt | nt | 2% | nt | -26%
52) C[C@@H]1CN([C@H](C)CO)C(=O)CCCn2cc(nn2)CO[C@H]1CN(C)C(=O)Nc1cccc(F)c1
 : nt | nt | nt | -3% | nt | -28%
53) CCCn1c(C)cc(C(=O)COC(=O)c2cc(=O)[nH]c3ccccc23)c1C
 : nt | nt | nt | -6% | nt | -11%
54) CCc1c(C)c(C#N)c2nc3ccccc3n2c1NCCCN(C)C
 : nt | nt | nt | 2% | nt | -23%
55) NC(=O)c1c(NC(=O)c2ccccc2F)sc2c1CCC2
 : nt | nt | nt | 16% | nt | -19%
56) Cc1cccc(NC(=O)CNC(=O)c2cc(S(=O)(=O)N(C)C)ccc2N2CCCC2)c1C
 : nt | nt | nt | 6% | nt | -4%
57) N#Cc1ccccc1S(=O)(=O)N1CCN(Cc2cc3c(cc2Br)OCCO3)CC1
 : nt | nt | nt | -2% | nt | -20%
58) CC(=NNC(=S)N1CC2CCC(CC2)C1)c1ccccn1
 : nt | nt | nt | -7% | nt | 0%
59) Cc1cc(C)c(NC(=O)CNC(=O)c2cc(C3CC3)nc3c2cnn3C(C)C)c(C)c1
 : nt | nt | nt | -3% | nt | 1%
60) O=C(NCc1nnnn1-c1ccc(Cl)cc1)C1CC(=O)N(c2ccc(F)cc2)C1 (stereo not given)
 : nt | nt | nt | 4% | nt | -9%

Later entries.
Order of values – D2 antagonist | TRHR enhancer | Pin1 inhibitor | mIDH1 inhibitor | TRHR ag | USP1 inh
61) C=CCCC(=O)N1C[C@H]2CON(C)[C@H]2C[C@H]1c1cccc(Oc2ccccc2)c1
 : nt | nt | nt | 19% | nt | -23%
62) Cc1cc(NC(=O)c2ccc(S(=O)(=O)N3CCOCC3)cc2)nc2c1c(=O)oc1ccccc12
 : -3 | 0 | nt | nt | 0.9 | nt
63) C[C@@](Cc1ccccc1)(C(=O)O)N1C(=O)c2ccc(C(=O)O)cc2C1=O
 : nt | 6 | -10% | nt | 0.3 | nt
64) CCNc1nc(C#N)nc2c1ncn2-c1cccc(Cl)c1
 : nt | 1 | 14% | nt | 0.0 | nt
65) N#CN1CCC(NS(=O)(=O)c2cccc(C(F)(F)F)c2)CC1
 : nt | 1 | -3% | nt | 0.1 | nt
66) Cc1cc2c(s1)c1cnn(Cc3cccc(Cn4ncc5c6sc(C)cc6n(C)c5c4=O)c3F)c(=O)c1n2C
 : nt | 2 | 28% | nt | -1.0 | nt

Random excerpt: 5 entries already listed, in no set order.
Order of values – D2 antagonist | TRHR enhancer | Pin1 inhibitor | mIDH1 inhibitor | TRHR ag | USP1 inh
65) N#CN1CCC(NS(=O)(=O)c2cccc(C(F)(F)F)c2)CC1
 : nt | 1 | -3% | nt | 0.1 | nt
64) CCNc1nc(C#N)nc2c1ncn2-c1cccc(Cl)c1
 : nt | 1 | 14% | nt | 0.0 | nt
61) C=CCCC(=O)N1C[C@H]2CON(C)[C@H]2C[C@H]1c1cccc(Oc2ccccc2)c1
 : nt | nt | nt | 19% | nt | -23%
62) Cc1cc(NC(=O)c2ccc(S(=O)(=O)N3CCOCC3)cc2)nc2c1c(=O)oc1ccccc12
 : -3 | 0 | nt | nt | 0.9 | nt
63) C[C@@](Cc1ccccc1)(C(=O)O)N1C(=O)c2ccc(C(=O)O)cc2C1=O
 : nt | 6 | -10% | nt | 0.3 | nt
